Screening results from PubChem BioAssay.
H1N1 NS1A inhibition = H1N1 influenza NS1A inhibitors, functional cell based assay (AID 504329); NS1A functional cell-based assay, percent inhibition; higher % means a stronger effect; one-dose inhibition, % at 12.5 µM; IC50 in µM for titrated hits; 0.3% of 340,000 active; in the data active = a potency from the dose series; inconclusive = inhibition above about 27% without an active follow-up result; also: strong numbers were not always called active
PhoP GFP inhibition = Inhibition of PhoP regulon, Salmonella typhi GFP reporter cells, confirmation, 4 h (AID 1850). Salmonella Typhi PhoP-promoter GFP reporter, fluorescence, 4 h; higher % means a stronger effect. 0.33% of 310,000 active. inhibition, % at 50 µM, or IC50 in µM where a hit was titrated; in the data active = a potency from the dose series; inconclusive = inhibition mostly from about 25% at the one dose, without a potency; inactive = the rest, 99 in 100 with inhibition below about 19%;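 also: 0% = induced wells with vehicle and 100% = uninduced wells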
tuberculosis growth = growth inhibition of non-replicating M. tuberculosis (AID 488890); Mycobacterium tuberculosis non-replicating, growth inhibition; higher % means a stronger effect; inhibition, % at 25 µM; hits with a dose series show IC50 in µM; 0.39% of 320,000 active; in the data active = a potency from the dose series; inconclusive = inhibition mostly from about 82% at the one dose, without a potency; inactive = the rest, 99 in 100 with inhibition below about 76%;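 also: plate controls were DMSO cells for no effect and high antibiotic wells for full effect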
VEEV TC-83 Vero = inhibitors of VEEV TC-83 cytopathic effect, confirmation, Vero cells (AID 588727) | Vero cells, VEEV TC-83 cytopathic effect inhibition; higher % means a stronger effect | inhibition, % at 20 µM, or IC50 in µM where a hit was titrated | 0.13% of 350,000 active; in the data active = a potency from the dose series; inconclusive = inhibition mostly from about 14% at the one dose, without a potency; inactive = the rest, 99 in 100 with inhibition below about 12%; also: strong numbers were not always called active
M. tuberculosis HTS = M. tuberculosis growth inhibition, HTS (AID 449762) | M. tuberculosis H37Rv growth inhibition, 7H9 media; higher % means a stronger effect | one-dose inhibition, % at 25 µM; IC50 in µM for titrated hits | 0.59% of 330,000 active; in the data active = a potency from the dose series; inconclusive = inhibition above about 70% without an active follow-up result;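 also: bacterial growth assessed after seven days of incubation; strong numbers were not always called active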
VEEV TC-83 Vero 10K pilot screen = recorded beside VEEV TC-83 Vero, whose call it bears; inhibition, %; measured here: 10K pilot screen inhibition
The depositor's hits bear a star; i = inactive; ? = inconclusive; · = not tested or not shown.

Sample of the layout (2 entries):
SMILES	H1N1 NS1A inhibition	PhoP GFP inhibition	tuberculosis growth	VEEV TC-83 Vero	M. tuberculosis HTS	others
Cc1ccc(/C(O)=C2\C(=O)C(=O)N(C)C2c2cccc([N+](=O)[O-])c2)cc1 (centres undefined)	-2%	2%	-10%	i	0%
[O-]/[N+](=C\c1cccc(Br)c1)c1ccccc1	8%	-4%	75%	0.2%	4%

Results (from the top)
SMILES	H1N1 NS1A inhibition	PhoP GFP inhibition	tuberculosis growth	VEEV TC-83 Vero	M. tuberculosis HTS	others
Cc1ccc(/C(O)=C2\C(=O)C(=O)N(C)C2c2cccc([N+](=O)[O-])c2)cc1 (centres undefined)	-2%	2%	-10%	i	0%
[O-]/[N+](=C\c1cccc(Br)c1)c1ccccc1	8%	-4%	75%	0.2%	4%
CCOC(=O)c1sc(NC(=O)Cc2ccc(F)cc2)nc1C	-9%	5%	21%	0.5%	0%
O=C(N/N=C/c1cccs1)C(O)c1ccccc1 (centres undefined)	-26%	4%	2%	0.8%	6%
Cc1ccc(N2CN(CCc3ccccc3)CNC2=S)cc1	14%	-4%	45%	2.1%	-5%
Cc1cc(OCC(=O)Nc2ccc3c(c2)OCCO3)ccc1Cl	24%	11%	?	2.1%	?
Cc1ccc(-n2c(SCC(=O)N3CCOCC3)nnc2-c2ccncc2)cc1	-1%	-15%	-4%	i	-8%
O=c1c(C(c2ccccc2)c2c(O)nc3n(c2=O)CCS3)c(O)nc2n1CCS2	4%	-9%	-4%	1.7%	8%
C=CCn1c(O)c(C(CC)=NCCN2CCN(C(=S)NC)CC2)c(=O)[nH]c1=O	-23%	10%	2%	0.1%	4%
CC(C)n1c(NCc2cc(Cl)ccc2O)nc2ccccc21	1%	-4%	69%	0.8%	-5%	VEEV TC-83 Vero 10K pilot screen=0.7
C/C(=N/NC(=O)CNC(=O)CCc1ccccc1)c1ccc(Cl)c(Cl)c1	14%	-18%	13%	0.6%	-7%
CC(C)(C)C(=O)NCCN1CCN(C(=O)C(C)(C)C)CC1	-4%	5%	-22%	0.2%	-3%
CNS(=O)(=O)c1ccc(Cl)nc1	-9%	-6%	-17%	i	2%
O=S(=O)(c1ccc2c(c1)CCCC2)N1CCNCC1	-3%	·	7%	0.7%	18%
CCc1cc(Cn2nc(-c3ccccc3C)cc2C(=O)O)on1	7%	·	-8%	0.6%	-7%
COc1ccccc1NC(=O)c1cccs1	3%	7%	-3%	i	-7%
COc1ccc(NS(=O)(=O)c2ccc(N3CCCC3)c(NC(=S)Nc3cccc(C)c3C)c2)cc1	-3%	-26%	?	1.9%	53%
O=C(Nc1ccc(F)cc1)N1CCN(c2ncccn2)CC1	-8%	0%	18%	i	-3%
O=C(Nc1nnc(SCC(=O)N2CCCCC2)s1)c1ccc(F)cc1F	0%	-3%	-17%	0.3%	7%
CCOC(=O)N1CCC(N2CC34C=CC(O3)C(C(=O)Nc3ccc(C)cc3)C4C2=O)CC1 (centres undefined)	-2%	10%	-16%	i	-8%
O=C(c1cccc([N+](=O)[O-])c1)N1CCN(S(=O)(=O)N2CCCCC2)CC1	-2%	0%	-5%	3.5%	2%
COc1ccc(OC)c(NC(=O)CC2Oc3ccccc3NC2=O)c1 (centres undefined)	-12%	-6%	-1%	i	-3%
NNC(=S)Nc1cc(S(=O)(=O)N2CCOCC2)ccc1N1CCOCC1	0%	-12%	3%	0.4%	21%
Cc1[nH]nc(Nc2ccc(O)cc2)c1[N+](=O)[O-]	-5%	9%	-9%	3.8%	3%
Oc1ccc(Br)cc1/C=N/Nc1ncc(-c2ccccc2)cn1	-1%	4%	·	0.4%	32%

The results go on.
SMILES	H1N1 NS1A inhibition	PhoP GFP inhibition	tuberculosis growth	VEEV TC-83 Vero	M. tuberculosis HTS	others
Cc1cc2c(=O)n(CC(=O)N3CCN(c4ccccc4)CC3)cnc2s1	-1%	-11%	11%	1.1%	10%
O=C(O)c1ccccc1C(=O)c1ccc(-c2ccccc2)cc1	-24%	-16%	10%	1.2%	4%
COc1ccc(-c2nnc(-c3cc4ccccc4oc3=O)o2)cc1	3%	5%	?	1.0%	1%
N#C/C(=C/c1ccc2c(c1)OCO2)C(=O)NCCc1c[nH]c2ccccc12	11%	-11%	7%	i	-3%
O=C(O)CCCCCNc1nc(=S)[nH]c2ccccc12	-6%	-10%	5%	1.9%	-8%
COC(=O)[C@@]1(Cc2ccc(OC)cc2)[C@H]2c3cc(C(=O)N4CCCC4)n(CCO)c3C[C@H]2CN1C(=O)c1ccccc1	·	4%	3%	·	0%
CCc1ccc(/C=C2\SC(=S)N(CCCC(=O)Nc3ccccc3C(=O)O)C2=O)cc1	6%	-4%	72%	i	6%
CCOC(=O)CC1(C)OCC(C[N+]2(C)CCCCC2)O1 (centres undefined)	-16%	6%	6%	0.8%	1%
CCOc1cc(CNC(C)C)c(Cl)cc1OCC(=O)NCCc1ccccc1	-3%	-21%	13%	1.4%	13%
Cc1ccc(C(=O)Oc2ccc(Br)cc2C(=S)N2CCOCC2)cc1	-3%	11%	4%	1.5%	11%
C=CCSC(=C(C#N)C#N)c1cc2c([nH]1)CCCC2	-10%	3%	?	>25µM*	8%
O=C(NCCCN1CCCC1=O)c1cccc(NS(=O)(=O)c2ccccc2)c1	-14%	6%	-4%	1.2%	1%
COC(=O)[C@]1(Cc2ccccc2)N[C@H](c2ccc(-c3cc(C(C)=O)cs3)cc2)[C@@H]2C(=O)N(C)C(=O)[C@@H]21	-5%	-6%	38%	1.1%	12%
O=C(C(NS(=O)(=O)c1cccs1)c1ccccc1)N1CCN(c2ccccc2)CC1 (centres undefined)	4%	2%	50%	i	1%
CC(=O)NCCc1nc2ccccc2n1CCCCOc1ccccc1	16%	1%	4%	i	-1%
Cc1ccc(S(=O)(=O)N2CCC(=O)N(C(COCc3cccc(C(F)(F)F)c3)C(C)C)CC2)cc1 (centres undefined)	-5%	-2%	50%	3.5%	0%
CCN(CC)S(=O)(=O)c1cc(OC)ccc1N=Nc1ccc(O)c2ncccc12	12µM*	2%	13%	2.1%	-4%
Cc1ccc(S(=O)(=O)Nc2ccc3[nH]c(=O)[nH]c3c2)c(C)c1	-13%	-6%	10%	2.3%	2%
COc1ccccc1N(CCC#N)C(=O)CSc1nnc2ccccn12	-5%	·	11%	2.5%	7%
O=S(=O)(NCc1ccccc1Cl)c1cnc[nH]1	8%	-4%	3%	0.6%	-6%
Cc1cc2ccccc2n1CCNC(=O)C1CC1	10%	16%	59%	0.2%	-2%
O=C(O)C(Cc1ccccc1)n1cccc1 (centres undefined)	-8%	-3%	-10%	0.2%	5%
CC(C)(C)c1ccc(C(=O)NC(=S)Nn2cnnc2)cc1	-1%	1%	-14%	0.2%	-4%	VEEV TC-83 Vero 10K pilot screen=0.7
CCOC(=O)Nc1nnc(-c2ccc(OC)c(OC)c2)s1	-6%	-8%	6%	2.9%	10%
Cc1cc(C(F)(F)F)c2c(=O)[nH]c(=O)n(Cc3ccccc3)c2n1	-18%	2%	6%	4.7%	3%

The results go on.
SMILES	H1N1 NS1A inhibition	PhoP GFP inhibition	tuberculosis growth	VEEV TC-83 Vero	M. tuberculosis HTS	others
C=CCn1c(=O)c(CCC(=O)Nc2ccc(N3CCOCC3)cc2)nc2cc(C(F)(F)F)ccc21	-139%	-16%	10%	i	-2%
COC(=O)C1=C(CN2CCSCC2)NC(=O)NC1c1cc(C)ccc1C (centres undefined)	-4%	10%	-4%	2.5%	3%
O=C1CCC(c2ccccc2)(C2CCN(Cc3ccccc3)CC2)C(=O)N1 (centres undefined)	3%	-4%	-5%	0.4%	-4%
COc1ccc(C(=O)NCC(=O)N=Nc2c(O)n(C)c3ccccc23)cc1OC	-4%	-1%	-15%	2.3%	-11%
COC(=O)C1C(=O)C2=C(CC1C)NC(C)=C(C(=O)OCCOc1ccccc1)C2c1ccc(C)o1 (centres undefined)	16%	-12%	21%	3.8%	-15%
COc1cccc(Nc2ncccc2C(=O)NCc2ccccc2)c1	-11%	·	·	7.9%	·
Cc1ccc(Oc2nc3ccccn3c(=O)c2/C=C(\C#N)C(=O)NC2CCS(=O)(=O)C2)c(C)c1 (centres undefined)	-2%	-11%	-3%	?	-2%
CCCCC/C(=N\O)c1c[nH]c2ccccc12	3%	2%	32%	0.7%	3%
COC(=O)c1ccccc1NC(=O)COc1ccc(S(=O)(=O)N2CCCC2)cc1C	-3%	-7%	2%	1.2%	-5%
C#CCOCCOCCOCCNc1nc(N2CCN(C(=O)[C@H](CCC(=O)O)n3cc([C@@H](N)CCCCN)nn3)CC2)nc(N2CCN(C(=O)[C@H](CCCCN)n3cc([C@@H](N)CC(N)=O)nn3)CC2)n1	-1%	·	0%	1.1%	0%
COc1cccc(NC(=O)CSc2nnc3cc(C)nc(N)n23)c1	-9%	2%	-5%	2.2%	-10%
O=C(N/N=C/c1cn(Cc2ccccc2)c2ccccc12)c1cc(O)cc(O)c1	15%	-1%	-5%	2.3%	-4%
CCOC(=O)N1CCN(C(=O)C(C)c2ccc([N+](=O)[O-])cc2)CC1 (centres undefined)	-7%	0%	-33%	0.7%	3%
CCc1ccc(NC(=O)NCc2ccc3c(c2)OCO3)cc1	-5%	4%	4%	2.2%	1%
O=C(Cn1cnc2ccccc21)OCC(=O)N1CCCc2ccccc21	-4%	1%	4%	2.2%	-3%	VEEV TC-83 Vero 10K pilot screen=0.1
CCc1ccccc1N(C1=NCCCS1)S(=O)(=O)c1ccc(C(C)(C)C)cc1	9%	-5%	18%	i	11%
CC1(C)O[C@@H]2[C@H](O1)[C@@H](CO)O[C@H]2n1cnc2c(N)ncnc21	-23%	·	-4%	1.3%	-9%
Cc1ccc(NC(=O)CCc2ccc(S(=O)(=O)NC3CCCCC3)cc2)cc1	2%	0%	-2%	1.2%	-1%
COC(=O)c1ccc(C(=O)OC)nc1	8%	-7%	0%	3.4%	2%
O=C(NN=C1CCCC1)c1n[nH]c2c1CCCC2	14%	-2%	-17%	0.3%	-3%
Cc1[nH]n(-c2ccccc2)c(=O)c1N=Nc1ccccc1C(=O)N1CCOCC1	-3%	0%	12%	12%	-8%
CSc1ccc(Cl)c(C(=O)Nc2cc(S(=O)(=O)N3CCOCC3)ccc2N2CCOCC2)c1	1%	·	18%	1.4%	1%
C[C@H](CO)N1C[C@H](C)[C@@H](CN(C)C(=O)Nc2ccc3c(c2)OCO3)Oc2c(NC(=O)c3ccncc3)cccc2C1=O	-1%	·	-12%	5.0%	-1%
O=C(CS(=O)(=O)c1cn(Cc2ccc(Cl)cc2)c2ccccc12)N1CCCCC1	32%	-4%	-6%	0.5%	-3%
O=C(c1cc([N+](=O)[O-])ccc1Cl)N1CCN(c2ccccn2)CC1	3%	-3%	-22%	i	1%

Ordered by molar mass (descending): some entries from above.
SMILES	H1N1 NS1A inhibition	PhoP GFP inhibition	tuberculosis growth	VEEV TC-83 Vero	M. tuberculosis HTS	others
Cc1ccc(NC(=O)CCc2ccc(S(=O)(=O)NC3CCCCC3)cc2)cc1	2%	0%	-2%	1.2%	-1%
O=C(N/N=C/c1cn(Cc2ccccc2)c2ccccc12)c1cc(O)cc(O)c1	15%	-1%	-5%	2.3%	-4%
O=C(Cn1cnc2ccccc21)OCC(=O)N1CCCc2ccccc21	-4%	1%	4%	2.2%	-3%	VEEV TC-83 Vero 10K pilot screen=0.1
O=C(c1cc([N+](=O)[O-])ccc1Cl)N1CCN(c2ccccn2)CC1	3%	-3%	-22%	i	1%
CCCCC/C(=N\O)c1c[nH]c2ccccc12	3%	2%	32%	0.7%	3%

Continuation.
SMILES	H1N1 NS1A inhibition	PhoP GFP inhibition	tuberculosis growth	VEEV TC-83 Vero	M. tuberculosis HTS	others
CCOc1ccccc1NC(=O)C1CCN(S(=O)(=O)c2c(C)nn(C)c2C)CC1	5%	-10%	-14%	1.0%	4%	VEEV TC-83 Vero 10K pilot screen=0.6
CC(=O)Nc1ccc(S(=O)(=O)NCC(=O)NCCCc2ccccc2)cc1	-4%	11%	2%	1.9%	-1%
CCC(=O)c1cn(CC(=O)NCC2CCCO2)c2ccccc12 (centres undefined)	6%	2%	53%	4.5%	6%
Cc1nc2c(C)cccc2c2c1COC2	0%	7%	-1%	i	-7%
Cc1nc(SCCOc2ccc(F)cc2)c2ccccc2n1	5%	-6%	38%	i	3%
CC(C)n1c(=O)c(C=Nc2cccc([N+](=O)[O-])c2)c(O)n(CCc2ccccc2)c1=O	6%	-11%	69%	i	2%
CN(CC(=O)NC(=O)NC(C)(C)C)CC(=O)Nc1ccccc1Cl	4%	-12%	2%	i	-10%
N#Cc1ccc(CSc2nnc(-c3ccccn3)n2-c2ccc(Cl)cc2)cc1	3%	-11%	29%	2.6%	-5%
N/C(Cc1ccccc1Sc1ccccc1)=N\O	-5%	-4%	-3%	0.1%	-1%
O=C(CCc1ccccc1)NNC(=O)c1ccccc1C(=O)O	-9%	-10%	-1%	i	-6%
